PGE2 EP2 inh: inhibitors of human EP2 prostaglandin E2 receptor | P43116 | AID 1422 | 0.52% of 260,000 active | inhibition, % at 25 µM | C6 glioma cells expressing human EP2, cAMP TR-FRET; cells stimulated with saturating PGE2;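 active means percent inhibition above 40 after rounding to a whole number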;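 further: rat C6 glioma host cells with rolipram phosphodiesterase inhibitor present; the protocol text gives 20 µM as final concentration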
Target sequence (P43116 whole entry, looked up): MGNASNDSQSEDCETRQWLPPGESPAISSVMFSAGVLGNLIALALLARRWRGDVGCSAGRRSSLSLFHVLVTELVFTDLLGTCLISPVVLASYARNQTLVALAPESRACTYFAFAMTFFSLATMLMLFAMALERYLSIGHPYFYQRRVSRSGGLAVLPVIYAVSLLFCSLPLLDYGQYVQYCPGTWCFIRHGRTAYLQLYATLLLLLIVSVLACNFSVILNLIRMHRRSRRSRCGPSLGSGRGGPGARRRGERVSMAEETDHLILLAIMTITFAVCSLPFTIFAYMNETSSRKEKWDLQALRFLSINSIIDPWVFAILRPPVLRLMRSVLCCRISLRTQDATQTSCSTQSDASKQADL
FXIa inh: factor XIa (human) inhibition. P03951. purified FXIa, Boc-Glu-Ala-Arg-AMC fluorogenic substrate. inhibition, % at 5 µM. 0.14% of 220,000 active. AID 798;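 active means inhibition of at least 40%; inactive means inhibition below 40%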;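 further: fluorescence of freed AMC excited at 355 nm; 0% = enzyme without compound and 100% = no enzyme blank; many of its hits are not listed in these tables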
FXIIa inh: blocks human coagulation factor XIIa protease activity; P00748; purified FXIIa, Boc-QGR-AMC fluorogenic substrate, 2 h; inhibition, % at 5 µM; 0.3% of 220,000 active; AID 800; in the data active means inhibition above about 40%;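 further: 0% = enzyme with no compound and 100% = blank without enzyme; many of its hits are not listed in these tables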
TbHK1 inh: T. brucei hexokinase 1 inhibition | recombinant TbHK1, G6PDH-coupled NADH A340 | inhibition, % at 10 µM | 0.11% of 220,000 active | AID 1430;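 active means inhibition of 50% or more in the single-dose primary screen; inactive means inhibition below 50%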
PPC-1+TRAIL kill: PPC-1 cancer cell killing with TRAIL present; 0.41% of 220,000 active; cell killing (% activity), % at 4 µM; PPC-1 cells + TRAIL, ATPLite viability luminescence;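 active means cell killing above 50% in the first pass at 4 µM, then a duplicate retest at 5 µM averaging 50% or more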;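 further: plate controls were cells with TRAIL plus DMSO for no effect and medium-only wells lacking cells for full effect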
TNF necrop inh: TNF-alpha cell death inhibition in Jurkat FADD-/- cells; Jurkat FADD-/- TNF necroptosis rescue, ATP luminescence, 24 h; 0 = TNF only, 100 = no-TNF cells; activation (protection from cell death), % at 10 µM; 0.068% of 220,000 active; AID 463075;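 active means activation, meaning protection from cell death, of at least 50% relative to plate controls; inactive means activation below 50%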;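 further: necroptosis triggered by 40 ng/mL TNF-alpha added together with compound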
Wee1 degr inh: blocks degradation of human Wee1 kinase; P30291; HeLa Luc-Wee1K328M stability, luciferase luminescence; 100% = proteasome inhibitor MG132 effect; reporter increase, % at 5 µM; 1.2% of 220,000 active;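 active means activation above the mean of all tested compounds plus 3 SD, set per screening run, cut at about 8.8% in these data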;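 further: cells exposed to compound for 20 h before luminescence read; 0% = DMSO alone and 100% = MG132 at 30 µM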
Target sequence (P30291 whole entry K328M): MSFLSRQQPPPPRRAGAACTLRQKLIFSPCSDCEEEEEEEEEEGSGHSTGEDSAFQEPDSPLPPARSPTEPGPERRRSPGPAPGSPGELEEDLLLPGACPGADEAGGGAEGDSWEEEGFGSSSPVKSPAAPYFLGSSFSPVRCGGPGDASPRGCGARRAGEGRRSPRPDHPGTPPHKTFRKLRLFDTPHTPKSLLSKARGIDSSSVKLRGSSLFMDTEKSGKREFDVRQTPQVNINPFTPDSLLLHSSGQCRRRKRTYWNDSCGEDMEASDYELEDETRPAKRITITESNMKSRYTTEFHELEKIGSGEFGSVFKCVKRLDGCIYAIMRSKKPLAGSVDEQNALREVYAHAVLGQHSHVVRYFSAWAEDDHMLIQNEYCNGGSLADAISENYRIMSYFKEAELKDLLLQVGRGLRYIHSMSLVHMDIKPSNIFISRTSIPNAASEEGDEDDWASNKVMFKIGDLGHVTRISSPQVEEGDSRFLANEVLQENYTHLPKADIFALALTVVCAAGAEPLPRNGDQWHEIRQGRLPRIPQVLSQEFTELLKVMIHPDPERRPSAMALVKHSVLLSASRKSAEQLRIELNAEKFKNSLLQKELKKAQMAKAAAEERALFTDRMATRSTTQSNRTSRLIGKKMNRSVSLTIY
CHOP inh: CHOP inhibition in unfolded protein response; inhibition, % at 10 µM; CHO-K1 CHOP-promoter luciferase, tunicamycin-induced, 15-18 h; 3.8% of 220,000 active;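 active means compounds that reduced the stress-induced luciferase reporter signal by more than about 70% of percent inhibition, limit read from the data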;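 further: 0% = tunicamycin plus vehicle and 100% = wells without tunicamycin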
L929 necroptosis: L929 zVAD cell death inhibition. AID 1377. 0.38% of 220,000 active. L929 zVAD necroptosis rescue, ATP luminescence, 24 h; with zVAD 60 µM. viability rescue, % at 10 µM;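 active means activation, scaled between plate controls, above about 75%, limit read from the data; inactive means activation under that limit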;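 further: 0% = zVAD with DMSO and 100% = DMSO alone without zVAD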
* hit, by the source's call; . = no result given; [ ] = remark or other dose.

SMILES	PGE2 EP2 inh	FXIa inh	FXIIa inh	TbHK1 inh	PPC-1+TRAIL kill	TNF necrop inh	Wee1 degr inh	CHOP inh	L929 necroptosis
Cc1cc(C)c2c(N)c(C(=O)c3ccc(Br)cc3)oc2n1	6	6	14	-22	18	-5.5	-2	16	4.9
Cc1ccc(S(=O)(=O)/N=C(/Nc2c(C)n(C)n(-c3ccccc3)c2=O)c2ccc(Cl)cc2)cc1	12	-7	-4	-2	-4	-2.2	2	32	-0.5
O=S(=O)(c1ccccc1)n1cc(-c2ccccn2)c(N2CCOCC2)n1	2	5	11	-10	17	0.0	-1	26	-0.1
COC(=O)c1c(C(=O)OC)c(-c2ccccc2)n2c1CCC2	6	-1	14	1	9	-1.6	0	8	0.1
O=C(N=Nc1c(O)n(Cc2ccccc2)c2ccccc12)c1cc2ccccc2cc1O	6	4	12	-9	0	0.5	-2	106*	1.2
O=C(CCc1ccc(S(=O)(=O)NCCc2ccccc2)cc1)NCc1ccc2c(c1)OCO2	5	-7	1	3	1	0.4	1	2	-0.3
COc1ccccc1N1CCN(S(=O)(=O)c2cn(C)c(=O)n(C)c2=O)CC1	12	6	6	-14	-2	-0.2	1	32	0.5
O=C(Nc1ncc(Cc2cccc(Cl)c2Cl)s1)C1CCCO1 (stereo unspecified)	7	3	12	3	.	4.1	4	4	14
O=S1(=O)N=C(Nc2ccc(O)cc2)c2ccccc21	4	10	3	-13	12	0.1	-1	-4	1.4
COc1ccc(N2CCN(Cc3nc(-c4ccc(Cl)cc4Cl)no3)CC2)cc1	5	1	8	-14	18	-2.2	0	8	-0.2
O=C(O)c1ccccc1-c1ccccc1C(=O)Nc1cccc(-c2nc3ccccc3o2)c1	8	-5	5	-3	13	-0.7	1	-3	0.8
CCN1CCN(CCCN(Cc2ccco2)C(=S)Nc2cc(Cl)ccc2C)CC1	5	-4	3	-4	5	2.1	-1	21	0.3
COc1ccc(NC(=O)c2c(Cl)n(C)c3ccccc23)cc1	7	1	19	-2	14	-14	1	-47	1.6
OC1NC(=S)N(c2ccccc2)C1O (stereo unspecified)	12	-2	1	-9	3	2.6	3	11	-0.3
Cc1ccc(OCCSc2ncccn2)c(C)c1	8	-9	-3	2	22	-4.8	1	22	0.2
Cc1nc(=O)c(-c2ccccc2)c(C)n1-c1ccccc1O	9	19	21	-13	0	-0.2	-2	-3	2.7
O=c1c2ccccc2c(-c2ccc(F)cc2)nn1-c1ccc(C(F)(F)F)cc1	2	4	18	2	25	-3.7	-1	75*	0.8
Fc1cc(F)cc(NC(=S)NCCCN2CCOCC2)c1	-1	-2	5	-2	-14	-0.4	2	0	-0.8
CCc1cccc(CC)c1NC(=O)c1cccc(N)c1	8	-13	4	-2	-17	0.6	0	9	-1.1
O=C1CC(=C(c2ccccc2)c2ccccc2)C(=O)N1CCN1CCN(c2cccc(Cl)c2)CC1	15	-2	11	-8	2	0.3	0	26	-0.7
O=C(Cn1cnc2ccccc21)N/N=C/c1ccco1	7	-2	9	-8	19	1.4	4	13	0.4
O=c1cc(C(F)(F)F)c2sc(N3CCCCC3)nc2[nH]1	7	-29	-77	-13	17	1.0	4	6	-0.3
CC1=C(C(=O)Nc2ccccc2)C(c2ccc(C(C)C)cc2)N2C(=O)CSC2=N1 (stereo unspecified)	22	2	12	-24	3	1.7	-2	10	0.2
O=C(Nc1nc(-c2ccccc2)cs1)c1ccc2c(c1)S(=O)(=O)c1ccccc1C2=O	9	8	16	2	-2	0.7	4	16	0.5
Cc1ccc(O)c(NC(=O)CSc2ccc(Cl)cc2)c1	3	-4	4	-2	-5	-9.8	-2	1	-0.3

14 entries from above, arranged by number of heavy atoms, low to high:
SMILES	PGE2 EP2 inh	FXIa inh	FXIIa inh	TbHK1 inh	PPC-1+TRAIL kill	TNF necrop inh	Wee1 degr inh	CHOP inh	L929 necroptosis
OC1NC(=S)N(c2ccccc2)C1O (stereo unspecified)	12	-2	1	-9	3	2.6	3	11	-0.3
Cc1ccc(OCCSc2ncccn2)c(C)c1	8	-9	-3	2	22	-4.8	1	22	0.2
O=S1(=O)N=C(Nc2ccc(O)cc2)c2ccccc21	4	10	3	-13	12	0.1	-1	-4	1.4
Cc1ccc(O)c(NC(=O)CSc2ccc(Cl)cc2)c1	3	-4	4	-2	-5	-9.8	-2	1	-0.3
Fc1cc(F)cc(NC(=S)NCCCN2CCOCC2)c1	-1	-2	5	-2	-14	-0.4	2	0	-0.8
COC(=O)c1c(C(=O)OC)c(-c2ccccc2)n2c1CCC2	6	-1	14	1	9	-1.6	0	8	0.1
O=S(=O)(c1ccccc1)n1cc(-c2ccccn2)c(N2CCOCC2)n1	2	5	11	-10	17	0.0	-1	26	-0.1
COc1ccccc1N1CCN(S(=O)(=O)c2cn(C)c(=O)n(C)c2=O)CC1	12	6	6	-14	-2	-0.2	1	32	0.5
O=c1c2ccccc2c(-c2ccc(F)cc2)nn1-c1ccc(C(F)(F)F)cc1	2	4	18	2	25	-3.7	-1	75*	0.8
CC1=C(C(=O)Nc2ccccc2)C(c2ccc(C(C)C)cc2)N2C(=O)CSC2=N1 (stereo unspecified)	22	2	12	-24	3	1.7	-2	10	0.2
O=C(Nc1nc(-c2ccccc2)cs1)c1ccc2c(c1)S(=O)(=O)c1ccccc1C2=O	9	8	16	2	-2	0.7	4	16	0.5
O=C(O)c1ccccc1-c1ccccc1C(=O)Nc1cccc(-c2nc3ccccc3o2)c1	8	-5	5	-3	13	-0.7	1	-3	0.8
Cc1ccc(S(=O)(=O)/N=C(/Nc2c(C)n(C)n(-c3ccccc3)c2=O)c2ccc(Cl)cc2)cc1	12	-7	-4	-2	-4	-2.2	2	32	-0.5
O=C1CC(=C(c2ccccc2)c2ccccc2)C(=O)N1CCN1CCN(c2cccc(Cl)c2)CC1	15	-2	11	-8	2	0.3	0	26	-0.7

(listing goes on)
SMILES	PGE2 EP2 inh	FXIa inh	FXIIa inh	TbHK1 inh	PPC-1+TRAIL kill	TNF necrop inh	Wee1 degr inh	CHOP inh	L929 necroptosis
COc1cc2nc(CN(CCC(C)C)Cc3nc4cc(OC)c(OC)cc4c(=O)[nH]3)[nH]c(=O)c2cc1OC	9	21	12	-13	7	-0.6	2	-13	1.4
COc1ccc2c(c1)C(c1ccc(C)o1)=NNC(c1ccccc1)=N2	9	1	6	-13	3	1.4	3	-16	11
CCCCn1c(SCc2nc3ccccc3s2)nc2cc(S(N)(=O)=O)ccc21	6	13	11	11	-28	-0.7	1	52	0.9
Cc1nnc(SCC(=O)Nc2nc3c(s2)CC(C)CC3)s1 (stereo unspecified)	16	-5	10	0	28	-0.3	8.9*	84*	1.0
Clc1ccc(CN(Cc2ccc(Cl)cc2)c2nn[nH]n2)cc1	5	2	-1	-2	7	2.0	1	7	1.1
CC(=O)c1sc(NC(=O)COc2ccc([N+](=O)[O-])cc2)nc1C	2	-6	8	-6	2	1.5	1	-4	2.0
Cc1ccc(OCCOC(=O)CCc2nc3ccccc3c(=O)[nH]2)cc1	5	-3	3	4	5	0.4	-4	18	0.4
CC(=O)c1cc(-c2ccccc2)n(CC(=O)Nc2cccc(C)c2C)c1C	5	23	27	6	9	1.3	-2	-32	0.1
O=C1CCCc2nn(-c3ccccc3)c(-c3ccncc3)c21	17	-5	6	1	5	0.7	1	17	0.2
CCCC12CN3CCN(CC(C3)/C1=N\NC(=O)c1ccc(C(C)(C)C)cc1)C2	5	0	9	1	-14	0.8	0	2	1.5
C=CCn1c(-c2ccc(Cl)cc2)c[nH]c1=S	13	2	4	1	5	-3.1	1	-31	-0.1
CCOC(=O)C1(CCCc2ccccc2)CCN(C(=O)COC)CC1	8	-1	3	-4	2	1.1	2	-1	-0.5
Cc1ccsc1C1C2=C(CCCC2=O)Nc2ncnn21 (stereo unspecified)	12	5	10	-9	24	1.3	-1	9	0.3
CCOC(=O)N1CCN(C(=O)c2ccc3c(=O)n(CC4CCCO4)c(=S)[nH]c3c2)CC1 (stereo unspecified)	5	-6	5	-5	5	-0.8	0	-6	-0.2
COc1ccc2nc(Cl)c(/C=N/Nc3ccccn3)cc2c1	-1	14	11	-10	66*[5 µM]	-2.0	2	33	-0.1
COC(=O)c1cc2ccccc2c(=O)s1	6	3	11	-5	22	-0.4	-1	1	3.6
COc1ccc(-c2nnnn2CCc2ccccc2)cc1	-4	2	18	0	-6	-1.3	1	15	-0.5
CCOC(=O)c1sc(C(=O)OCC)c(OCCO)c1OCCO	11	2	11	1	0	0.9	-2	-25	1.0
COc1ccc2oc3cc(C)[n+]([O-])c(-c4ccc(C)cc4)c3c2c1	6	-9	2	1	20	1.0	4	-10	0.8
Cn1nnnc1SCC(=O)Nc1cccc(S(=O)(=O)N2CCCC2)c1	8	-8	4	2	7	3.4	5	-13	1.5
CCOc1nc(S(=O)(=O)c2ccc(C)cc2)c(Cl)s1	4	3	17	-9	0	-4.3	-3	17	-0.3
Cc1ccc(OCC(=O)Nc2ccc(F)cc2)cc1	6	-2	14	19	22	2.3	-1	34	0.0
CCOc1ccc(NC(=O)c2ccc(C#CC(C)(C)O)cc2)cc1	8	4	13	-4	8	-0.5	-1	29	0.3
NC(=O)CSCc1ccc(Br)cc1	8	-2	15	9	18	31	0	3	67
O=C(CN1CCCCCCC1)Nc1ccc(Cl)cc1Cl	5	-3	5	7	5	1.7	-2	-40	6.1

More compounds:
SMILES	PGE2 EP2 inh	FXIa inh	FXIIa inh	TbHK1 inh	PPC-1+TRAIL kill	TNF necrop inh	Wee1 degr inh	CHOP inh	L929 necroptosis
O=C(Cc1ccc(-n2c(=O)[nH]c3ccsc3c2=O)cc1)N1CCN(c2ccc(Cl)cc2)CC1	8	-7	-4	33	-1	2.3	-3	38	1.6
COCc1cc(N2CCOCC2)nc(SCc2ccc(Cl)cc2)n1	1	-1	5	-6	22	1.5	-4	19	0.5
O=S(=O)(c1ccc(NC(=S)NC2CCCC2)cc1)N1CCCC1	4	-1	9	4	8	1.4	1	18	47
CCCCCCOC(=O)C(C#N)c1nc2ccccc2nc1N1CCCCC1 (stereo unspecified)	4	7	-15	7	17	0.6	-1	-3	-0.1
O=C(Nc1ccc(Cl)cc1)[C@@H]1[C@@H]2C(=O)N(c3ccc(Cl)cc3)C(=O)[C@@H]2[C@H]2C=CC=NN21	5	1	9	-17	18	-1.3	2	57	0.0
Cc1ccc(Nc2nc(N)nc(CN3CCCCCC3)n2)cc1	32	16	28	-1	-2	-0.2	-3	8	-0.2
FC(F)Oc1cccc2cccnc12	6	4	15	2	13	-1.9	0	5	-1.2
Clc1ccccc1-c1ncc2ccccn12	10	-7	1	-11	14	-2.1	8.9*	6	1.6
Cn1cc([N+](=O)[O-])c(C(=O)Nc2cc(Oc3cccnc3)cc([N+](=O)[O-])c2)n1	18	-2	-6	-7	27	-16	-2	-47	69
C=CCOC(=O)CCC(=O)Nc1cccc2ccccc12	10	-8	-3	2	6	1.9	-2	-16	3.2
C=CCn1c(SCC(=O)Nc2ccc(C)cc2C)nnc1-c1cccnc1	3	-14	-3	-10	0	-0.5	0	18	0.4
COc1ccccc1OCc1ccc(C(=O)n2nc(C)c(Cl)c2C)o1	7	-1	-3	2	19	1.5	0	21	-0.1
COCCCn1c(SCC(N)=O)nnc1-c1ccccc1	6	-5	11	6	-6	-2.6	-1	23	-0.5
Cc1ccc2nc(C)cc(N3CCOCC3)c2c1	11	-4	10	-12	-8	0.6	-1	32	-0.2
O=C(CSc1nc2ccccc2s1)Nc1ccc2c(c1)OCO2	8	-13	2	2	-3	1.6	-3	16	-0.3
CC1CCN(S(=O)(=O)c2cccc(C(=O)O)c2)CC1	10	4	27	3	32	0.1	-2	-19	1.2
CC1C(C#N)=C(SCC(N)=O)NC2=C1C(=O)CC(C)(C)C2 (stereo unspecified)	9	-5	1	-5	-14	0.1	7	4	0.9

Assay outcomes (PubChem BioAssay)

Only part of the results is shown (hit frequency here may not be typical).
